Compound activity: PubChem BioAssay, several laboratories
OX1R antag-1 = human HCRTR1 antagonism | O43613 | CHO/OX1R cells, Fluo-8 calcium fluorescence, orexin A | inhibition, % at 5 µM | 0.43% of 330,000 active | AID 434989;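 active = inhibition above its plate's threshold, mean inhibition of all tested compounds on the plate plus 3 SD, cut at about 37% in these data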;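 note: 0% = orexin A challenge wells and 100% = SB-334867-A antagonist wells; not every result past the cut was called active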
Target sequence (O43613 whole entry, looked up): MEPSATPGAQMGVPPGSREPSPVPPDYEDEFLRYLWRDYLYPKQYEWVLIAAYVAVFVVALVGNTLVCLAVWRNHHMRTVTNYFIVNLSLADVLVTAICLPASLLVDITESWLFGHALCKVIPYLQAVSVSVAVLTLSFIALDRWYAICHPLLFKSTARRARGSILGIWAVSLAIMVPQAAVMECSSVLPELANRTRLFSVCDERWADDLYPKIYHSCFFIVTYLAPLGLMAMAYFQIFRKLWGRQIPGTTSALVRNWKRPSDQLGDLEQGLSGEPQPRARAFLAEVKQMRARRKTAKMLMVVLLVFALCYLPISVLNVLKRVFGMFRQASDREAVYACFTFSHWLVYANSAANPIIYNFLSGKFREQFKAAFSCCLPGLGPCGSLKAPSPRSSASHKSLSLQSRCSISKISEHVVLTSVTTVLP
OX1R antag-2 = antagonists of human orexin 1 receptor (OX1R); O43613; AID 485270; OX1R-expressing cells, FRET antagonist read-out; inhibition, % at 6.6 µM; 1.8% of 330,000 active; in the data active = inhibition mostly above about 38%, no sharp cut-off; inactive = mostly below about 40%;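 note: 0% = agonist challenge alone and 100% = reference antagonist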
STK33 kinase inh = inhibitors of human STK33 kinase. Q9BYT3. purified STK33, MBP phosphorylation, ADP-Glo luminescence. inhibition, % at 10 µM. 0.073% of 320,000 active. AID 2661;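 active = inhibition at or above 25%, using the most active replicate where run in duplicate; inactive = inhibition below 25%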
Target sequence (Q9BYT3 whole entry, looked up): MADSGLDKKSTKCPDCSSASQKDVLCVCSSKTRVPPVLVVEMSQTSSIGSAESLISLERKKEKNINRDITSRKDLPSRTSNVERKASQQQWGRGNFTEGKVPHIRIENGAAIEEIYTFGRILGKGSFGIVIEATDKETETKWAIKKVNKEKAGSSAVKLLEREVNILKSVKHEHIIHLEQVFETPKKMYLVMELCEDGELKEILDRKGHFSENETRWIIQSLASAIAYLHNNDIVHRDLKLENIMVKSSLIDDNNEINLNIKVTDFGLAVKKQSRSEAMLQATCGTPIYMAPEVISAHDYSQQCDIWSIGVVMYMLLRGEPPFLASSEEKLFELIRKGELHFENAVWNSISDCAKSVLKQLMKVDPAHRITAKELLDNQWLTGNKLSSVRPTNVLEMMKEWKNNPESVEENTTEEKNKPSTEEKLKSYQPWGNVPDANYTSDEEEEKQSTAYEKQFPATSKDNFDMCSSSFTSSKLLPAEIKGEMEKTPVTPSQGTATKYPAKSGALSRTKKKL
An asterisk follows results filed as active; / = no result given.

OX1R antag-2,OX1R antag-1,Structure,STK33 kinase inh
10,-22,CC(C)(C)c1cc(NC(=O)c2ccc(OC3CCCC3)cc2)no1,0.4
21,-24,CCC(C)/C(C)=N/NC(=O)CSc1nc2ccccc2[nH]1 (configuration not stated),-1.0
19,-26,Cc1onc(-c2ccccc2Cl)c1C(=O)OCC(=O)Nc1cccc(S(=O)(=O)N(C)C)c1,-2.6
6,-23,Cc1cc(C(=O)OCC(=O)NC2CCCC(C)C2C)c(C)o1 (configuration not stated),-0.4
16,-18,COC(=O)c1ccc(NC(=O)c2ccccc2-c2ccccc2C(=O)O)cc1,-0.8
2,-22,CCOc1ccc(CN(C(=O)c2cc3ccccc3oc2=O)C2CCS(=O)(=O)C2)cc1 (configuration not stated),-0.7
9,-36,CCCN(CCC)C(=O)CP(=O)(c1ccccc1)c1ccccc1,-1.4
16,-16,Cc1cc([N+](=O)[O-])nn1Cn1nc([N+](=O)[O-])cc1C,-1.3
5,-15,CCc1c(C(=O)NCCc2ccc(OC)c(OC)c2)[nH]c(C)c1C(C)=O,-0.5
12,-5,O=C(CSc1nc(O)cc(=O)n1-c1ccc(Cl)c(Cl)c1)Nc1ccc(Cl)cc1Cl,-1.8
15,-20,CCN1C(=O)CC(N2CCN(c3ccc(C(=O)c4ccccc4)cc3)CC2)C1=O (configuration not stated),0.0
13,-8,Cc1ccc(C(=O)NCCCNC(=O)c2ccco2)cc1C,0.5
7,8,CCn1cc(C(=O)NCCC(=O)NCCCO)c(=O)c2cc3c(cc21)OCO3,-0.6
-9,-9,c1csc(C(c2nnnn2C2CCCC2)N2CCCC3(CCCCC3)C2)c1 (configuration not stated),-1.1
16,-22,C=CCNC(=O)/C(C#N)=C/c1c(C)nn(-c2ccccc2)c1Cl,0.4

Whole records, looked up by structure. Values in the order: OX1R antag-2 | OX1R antag-1 | STK33 kinase inh
COC(=O)c1ccc(NC(=O)c2ccccc2-c2ccccc2C(=O)O)cc1 across the screens: 16 | -18 | -0.8
C=CCNC(=O)/C(C#N)=C/c1c(C)nn(-c2ccccc2)c1Cl across the screens: 16 | -22 | 0.4
CCCN(CCC)C(=O)CP(=O)(c1ccccc1)c1ccccc1 across the screens: 9 | -36 | -1.4

New compounds follow
OX1R antag-2,OX1R antag-1,Structure,STK33 kinase inh
8,-14,CCCNC(=O)C1CCN(c2cc(-c3ccccc3)nc3ncnn23)CC1,-1.0
21,-11,CC(OC(=O)Cc1c[nH]c2ccccc12)C(=O)Nc1ccccc1F (configuration not stated),-1.5
11,-14,O=c1[nH]c(=O)n(Cc2ccccc2)c2c1CCC2,-1.0
11,-8,CC1CCCN(C(=O)c2ccc(NS(=O)(=O)c3ccc4[nH]c(=O)[nH]c4c3)cc2)C1 (configuration not stated),0.0
20,-4,COc1ccc(-c2cc(C(=O)Nc3cc(C)on3)no2)cc1,0.1
23,-24,Cc1ccc(-n2cc(-c3ccccc3)[nH]c2=O)cc1F,-1.7
5,-8,O=C(Cc1cccs1)Nc1nnc(C2CC2)s1,-0.9
55*,4,Cc1ccnc(Nc2nc3ccccc3s2)n1,0.2
-1,-20,O=C(NCc1ccccc1CN1CCCC1)c1cccc(S(=O)(=O)N2CCCC2)c1,0.5
18,3,COc1ccc(-c2cn3cccnc3n2)cc1NC(=O)c1cccs1,0.1
11,-30,Cc1onc(-c2ccccc2Cl)c1C(=O)N/N=C(\N)COc1ccc(Cl)cc1,-3.7
12,-14,CC12CN3CC(C)(CN(C1)C3c1ccccc1Cl)C2O (configuration not stated),-1.6
1,-4,CCn1cc(/C=C/C(=O)NCc2c(C)nn(C)c2C)cn1,-0.6
20,-6,CC1(C)Oc2ccccc2OC1(O)c1ccc2ccccc2n1 (configuration not stated),-1.6
6,-13,CNC(=S)N/N=C/c1ccc(C(C)C)cc1,-0.4
5,-36,Cc1cccc(N2CCN(C(=O)C3CCC(CNS(=O)(=O)c4cccs4)CC3)CC2)c1C (configuration not stated),-1.1
9,-4,CC(=O)NS(=O)(=O)c1ccc(NC(=O)CCC(=O)Oc2ccc(C)cc2)cc1,-1.3
1,-31,Cc1ccc(N(CC(=O)NC2CCCC2)C(=O)CNC(=O)c2cccs2)c(C)c1,-1.8
1,-11,O=C(CC1C(=O)N(c2ccccc2)C(=O)N1Cc1ccco1)Nc1ccccc1 (configuration not stated),5.3
10,11,O=C1C=CC(=O)N1c1ccc(OC(F)F)cc1,-1.6
28,-17,CC(NC(=O)c1ccc(F)cc1)c1ccccc1 (configuration not stated),-1.0
-9,27,CC(C)(C)c1ccc(S(=O)(=O)N2CCC(c3nc4ccc(Cl)cc4[nH]3)CC2)cc1,-2.3
20,-13,COc1ccc(CCNC(=O)C/C(C)=N/NC(=O)c2ccc([N+](=O)[O-])cc2Cl)cc1OC,-2.3
26,2,Cc1[nH]c2ccccc2c1/C=C/C(=O)c1ccccc1,1.7
-6,-16,CCCn1c(=S)[nH]c2cc(C(=O)N3CCN(c4ccccc4OC)CC3)ccc2c1=O,-1.4
12,-3,CCCCc1cc(=O)oc2cc(C)cc(OC(C)C(=O)NC(Cc3c[nH]c4ccc(O)cc34)C(=O)O)c12 (configuration not stated),-0.1
8,-10,Cn1c(=O)c2[nH]c(NCC3CCCO3)nc2n(-c2ccccc2)c1=O (configuration not stated),1.8
11,-24,O=C(Nc1nc2c(Br)cc(Br)cc2c(=O)s1)C1CCC1,-1.3
10,-7,Cc1c(OCC(=O)NCCN2CCOCC2)ccc2c3c(c(=O)oc12)CCC3,0.1
21,-16,Cc1cc(OCc2n[nH]c(=S)n2-c2ccccc2)ccc1Cl,0.3
-3,-19,CCOC(=O)c1sc(NC(=O)CCCn2nc([N+](=O)[O-])cc2C)c(C(=O)OCC)c1C,-2.4
3,-14,COC(=O)C1=C(C(=O)OC)C(c2cc(Br)ccc2O)c2sc(=O)[nH]c2S1 (configuration not stated),0.5
5,-10,O=c1oc2cc(OCc3nn[nH]n3)ccc2c2c1CCCC2,-1.0
9,-7,COc1ccc(OCCC(=O)N2CCN(C)CC2)cc1,-0.4
22,-12,CCC(CO)NC(=O)c1cc2c(s1)CCC2 (configuration not stated),-1.0
-1,-10,CC1(C)N=C(c2cccc(F)c2)C(=O)N1,-1.2
8,-10,COc1ccc(CNC(=O)c2c[nH]c3ccccc3c2=O)cc1,6.7
9,-37,COc1ccc(NC(=O)c2cc([N+](=O)[O-])ccc2N2CCCCC2)cc1,-1.2
4,-16,O=c1cc(CN2CCc3ccccc32)c2ccc(O)cc2o1,0.6
-2,-10,Cc1ccc(S(=O)(=O)N(C)CC(=O)NNC(=O)CCNS(=O)(=O)c2cccc(C)c2)cc1,-1.0
25,-25,Cc1cccc(C)c1NC(=O)C(=O)c1cn(C)c2ccccc12,-0.8
5,-22,CCCCCCn1cc(C(=O)O)c(=O)c2cc(F)c(N3CCN(C)CC3)cc21,-0.2
18,-18,CCN1C(=O)c2cccc3c(NC(=O)C(C)(C)C)ccc1c23,0.6
23,-12,Cc1ccc(C(=O)OCC(=O)N2CCc3ccccc32)cc1,-0.4
4,-15,O=C(Cn1nnc(-c2cc(C(F)(F)F)cc(C(F)(F)F)c2)n1)NNC(=S)Nc1ccc(Cl)cc1,-0.3

Some of these compounds in order of the OX1R antag-1 value, high to low.
molecule,OX1R antag-2,OX1R antag-1,STK33 kinase inh
CCCCc1cc(=O)oc2cc(C)cc(OC(C)C(=O)NC(Cc3c[nH]c4ccc(O)cc34)C(=O)O)c12 (configuration not stated),12,-3,-0.1
O=C(CSc1nc(O)cc(=O)n1-c1ccc(Cl)c(Cl)c1)Nc1ccc(Cl)cc1Cl,12,-5,-1.8
CC(OC(=O)Cc1c[nH]c2ccccc12)C(=O)Nc1ccccc1F (configuration not stated),21,-11,-1.5
Cc1cc(OCc2n[nH]c(=S)n2-c2ccccc2)ccc1Cl,21,-16,0.3
COC(=O)c1ccc(NC(=O)c2ccccc2-c2ccccc2C(=O)O)cc1,16,-18,-0.8
COc1ccc(NC(=O)c2cc([N+](=O)[O-])ccc2N2CCCCC2)cc1,9,-37,-1.2

Going on with the list.
OX1R antag-2,OX1R antag-1,Structure,STK33 kinase inh
11,-18,O=C(Cn1c(=O)sc2ccccc21)NCc1ccco1,-4.3
28,-3,COc1ccc(N2C(N)=NC(N)=NC23CCCC3)cc1,-1.1
11,-17,Cc1cc(C)n2nc(SCc3cc(=O)oc4cc(C)c(C)cc34)nc2n1,-1.7
16,-2,COC1=CC(=O)CC(C)C12Oc1c(Cl)c(OC)cc(OC)c1C2=O (configuration not stated),/
34,-43,O=C(c1ccccc1)n1ccc2ccccc21,-0.4
13,-13,CCCC(=O)Nc1cc2c3c(c1)CC(=O)N3CCC2,-1.1
14,-27,COc1ccc([C@@H]2C[C@H]3CN(Cc4ccccc4OC)C(=O)[C@]34CCCN24)cc1C,-1.2
11,-6,CCOC(=O)/C(C#N)=C/c1cccc([N+](=O)[O-])c1,-1.1
35,-14,CC(Oc1ccc(Cl)cc1Cl)C(=O)Nc1cccnc1 (configuration not stated),0.9
18,-14,CCc1c(C)nc2nc(SCc3ccccc3)[nH]n2c1=O,-0.5
12,-8,OCCNCCOCCOc1ccccc1-c1ccccc1,-1.4
19,-28,Cc1ccc(Nc2c(-c3cccnc3)nc3ccc(Br)cn23)cc1,0.5
27,-16,CC(CC(=O)O)CC(=O)Nc1cccc([N+](=O)[O-])c1 (configuration not stated),-1.5
1,-23,NC(=O)CC[C@H](NC(=O)c1ccc(F)cc1)C(=O)N1CCN(Cc2ccc3c(c2)OCO3)CC1,-2.1
5,4,Nc1nc(N2CCN(c3ccccc3)CC2)n[nH]1,0.3

Two entries from above in a different format:
The line under a structure holds: OX1R antag-2 | OX1R antag-1 | STK33 kinase inh
COc1ccc(N2C(N)=NC(N)=NC23CCCC3)cc1
 : 28 | -3 | -1.1
Cc1cc(C)n2nc(SCc3cc(=O)oc4cc(C)c(C)cc34)nc2n1
 : 11 | -17 | -1.7

Carrying on:
OX1R antag-2,OX1R antag-1,Structure,STK33 kinase inh
29,-30,CCCCOc1ccc(N2C(=O)CC(N(O)c3ccccc3)C2=O)cc1 (configuration not stated),-1.9
7,-12,CCC(C)NC(=O)C1CCC(CNS(=O)(=O)c2ccc3c(c2)N(C(C)=O)CCO3)CC1 (configuration not stated),-1.1
7,-12,CC(=O)c1cccc(CN2CCN(C3CCCC3)C(CCO)C2)c1 (configuration not stated),0.3
13,-7,CC(C)(C)c1cc(=O)[nH]c(SCc2ccccc2)n1,-1.2
7,0,O=C(NCCCn1ccnc1)c1cc(S(=O)(=O)N2CCOCC2)ccc1F,-0.3
13,-24,COC(=O)c1ccc(NS(=O)(=O)c2cc3c4c(c2)CCC(=O)N4CCC3)cc1,1.3
-4,11,FC(F)Oc1ccc(C2N=C(c3ccccc3)NO2)cc1 (configuration not stated),-1.0
-1,1,CCOC(=O)c1cc(-c2ccc(OC)cc2)n[nH]1,1.7
2,-20,COc1ccc(-n2ncc3c(=O)n(CC(C)=O)cnc32)cc1,-0.5
11,6,CCOc1ccc(N(CC(=O)Nc2cc(OC)cc(OC)c2)S(=O)(=O)c2c(C)[nH]c(=O)[nH]c2=O)cc1,-1.6
15,-1,CC(C)[C@H]1COCCS(=O)(=O)N1Cc1ccccc1F,-1.3
13,-11,COC(=O)c1ccc(OCc2nn[nH]n2)cc1,-0.7
11,-8,COC(=O)C1=C(O)/C(=C\c2ccc(CNS(=O)(=O)c3ccc(Cl)cc3)o2)N=C1C,2.9
11,-16,CSc1ncc(CN2CCN(CCC(C)C)C(CCO)C2)cn1 (configuration not stated),-2.5
6,-21,CC(C)Cc1nn2c(=O)cc(CSCC(=O)Nc3ccccc3F)nc2s1,-0.1
4,-13,Cc1ccc(-n2c(SCC(=O)N3CCCCC3)nc(O)c(Cc3ccccc3)c2=O)cc1,-0.8
6,-14,CCOc1ncccc1C(=O)N(CC)CC(=O)NCc1ccc(F)cc1,0.1
7,3,C#CCSc1nnc(-c2ccc(O)cc2)o1,3.0
9,-22,CCOC(=O)C1CCN(C(=O)c2oc3ccc4c(c3c2C)C(O)CC2(CCCCC2)O4)CC1 (configuration not stated),1.4
16,-42,Cc1sc(NC(=O)c2ccco2)c(CN2CCN(Cc3ccccc3)CC2)c1C,-0.2
4,3,C=CCc1c(OC(C)=O)c2ccccc2n(C)c1=O,-0.4
14,-23,COc1ccc(NC(=O)CSc2nc3c(sc4ccccc43)c(=O)n2CCCN2CCCC2)cc1,0.8
2,-28,CCNC(=S)N1CCN(CCN=CC2=C(O)CC(c3cccs3)CC2=O)CC1 (configuration not stated),0.0
39*,9,Cc1ccccc1OCC(=O)N(Cc1nnc(-c2ccc(Cl)cc2)o1)C(C)C,0.5
6,-34,COc1ccc(Nc2nc(Cl)nc(Nc3ccc(OC)cc3OC)n2)c(OC)c1,-1.2
2,-19,CC12CN(C(=O)c3ccccc3Br)CC(C)(CN(C(=O)c3ccccc3Br)C1)C2=O,-1.5
25,-16,C/C(CCC(C)C)=N\Nc1ccc(S(N)(=O)=O)cc1[N+](=O)[O-],-3.5
14,-2,O=C(O)c1cccc(NS(=O)(=O)/C=C/c2ccccc2)c1,-2.4
8,29,Cc1noc(/C=C/c2ccc(-c3ccccc3Cl)o2)c1[N+](=O)[O-],-0.2
